High-throughput results: PubChem BioAssay, several laboratories
DNA FID counter: compounds displacing fluorescent DNA intercalator, primary screen, artefact control for HCV NS3 helicase inhibitor project, biochemical, FID fluorescence | DNA fluorescent intercalator displacement | 0.17% of 290,000 active | inhibition, % at 7.9 µM; in the data active = inhibition above about 37%;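 note: 0% = vehicle and 100% = reference compound; higher means more ethidium bromide displaced from hairpin DNA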
p-CIP stab down: p/CIP-EGFP fusion destabilizers, primary screen, fluorescence, F442A cells; 0.01% of 290,000 active; decrease of EGFP signal, % at 10 µM; 16 h;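 active = EGFP signal decrease of at least 30% at 10 µM or well 3 SD below plate mean, unless failing retest; inactive = the rest, including hits failing retest or dose response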; note: some compounds called inactive have numbers as strong as hits; many of its hits are not listed in these tables
Target sequence (Q05BA5 1-1403): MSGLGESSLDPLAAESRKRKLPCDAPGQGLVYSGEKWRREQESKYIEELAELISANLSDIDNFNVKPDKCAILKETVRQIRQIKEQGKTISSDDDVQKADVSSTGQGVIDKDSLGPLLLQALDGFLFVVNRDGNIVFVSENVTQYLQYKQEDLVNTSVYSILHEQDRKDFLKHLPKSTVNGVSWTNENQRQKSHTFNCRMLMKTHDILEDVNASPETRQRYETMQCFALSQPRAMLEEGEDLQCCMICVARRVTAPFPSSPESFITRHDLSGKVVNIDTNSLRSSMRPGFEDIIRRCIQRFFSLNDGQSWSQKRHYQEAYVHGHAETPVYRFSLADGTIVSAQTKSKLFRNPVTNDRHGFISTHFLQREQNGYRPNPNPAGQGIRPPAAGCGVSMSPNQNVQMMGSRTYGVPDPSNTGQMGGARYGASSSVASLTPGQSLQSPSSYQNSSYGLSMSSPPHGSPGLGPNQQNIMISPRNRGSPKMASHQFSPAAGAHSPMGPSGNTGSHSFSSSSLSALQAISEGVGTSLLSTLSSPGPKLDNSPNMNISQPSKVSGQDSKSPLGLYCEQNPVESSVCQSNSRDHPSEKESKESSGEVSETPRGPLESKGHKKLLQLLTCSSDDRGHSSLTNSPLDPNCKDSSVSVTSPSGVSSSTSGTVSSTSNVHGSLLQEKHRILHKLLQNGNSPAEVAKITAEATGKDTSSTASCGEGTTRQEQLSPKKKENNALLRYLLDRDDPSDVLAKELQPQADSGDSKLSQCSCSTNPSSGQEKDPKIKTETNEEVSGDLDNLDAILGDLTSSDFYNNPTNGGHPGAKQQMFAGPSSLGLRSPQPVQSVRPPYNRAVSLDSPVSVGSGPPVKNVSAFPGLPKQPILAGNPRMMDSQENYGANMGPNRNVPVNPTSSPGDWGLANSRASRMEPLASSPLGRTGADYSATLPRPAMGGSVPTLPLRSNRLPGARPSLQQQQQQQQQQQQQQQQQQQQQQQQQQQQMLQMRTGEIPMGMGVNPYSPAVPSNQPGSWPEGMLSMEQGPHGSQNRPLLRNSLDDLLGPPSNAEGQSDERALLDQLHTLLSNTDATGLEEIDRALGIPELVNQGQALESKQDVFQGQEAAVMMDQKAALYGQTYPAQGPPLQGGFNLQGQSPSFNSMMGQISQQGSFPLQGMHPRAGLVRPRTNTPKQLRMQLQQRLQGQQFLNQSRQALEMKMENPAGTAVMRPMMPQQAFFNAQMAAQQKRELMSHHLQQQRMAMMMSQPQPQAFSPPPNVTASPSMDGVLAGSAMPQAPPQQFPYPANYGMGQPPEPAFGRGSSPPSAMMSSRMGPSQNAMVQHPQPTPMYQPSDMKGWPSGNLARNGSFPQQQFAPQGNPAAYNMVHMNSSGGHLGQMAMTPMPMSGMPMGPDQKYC
IMP-1 inhibitor: IMP-1 metallo-beta-lactamase inhibitors, primary screen, biochemical, epi-absorbance readout, Pseudomonas aeruginosa enzyme; inhibition, % at 5.6 µM; 0.45% of 290,000 active; metallo-beta-lactamase IMP-1 (Pseudomonas aeruginosa); purified IMP-1, nitrocefin hydrolysis, epi-absorbance fluorescence;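 active = inhibition above the mean plus 3 SD of all compounds in the same screening run, cut at about 4.5% in these data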;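 note: 0% = IMP-1 with DMSO and 100% = DMSO wells lacking enzyme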
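assay system = purified recombinant IMP-1 metallo-beta-lactamase enzyme | schedule = 15 min preincubation plus 25 min reaction at 25 °C | signal = Epi-absorbance fluorescence, 480 nm excitation, 530 nm emission | read-out basis = percent inhibition from optical density relative to buffer-blank wells | controls = IMP-1 with DMSO as 0%, enzyme-free DMSO as 100%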
UBC9 SUMO inh: inhibitors of in vitro SUMOylation cascade, primary screen, biochemical, HTRF, uHTS. HTRF SUMOylation assay, SAE1/SAE2 + UBC9. inhibition, % at 35 µM. 0.36% of 290,000 active. SUMO-conjugating enzyme UBC9 (Homo sapiens), P63279; in the data active = inhibition above about 50%, passing the limit was not always enough; note: strong numbers were not always called active
PfM18AAP inh: PfM18AAP inhibitors, malaria aminopeptidase, primary screen, biochemical, QFRET, recombinant enzyme. inhibition, % at 7.35 µM. M18 aspartyl aminopeptidase (Plasmodium falciparum 3D7). 1.2% of 290,000 active. H-Glu-NHMec fluorogenic cleavage. AID 1822, 2009;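 active = inhibition above the campaign mean inhibition over all tested compounds plus 3 SD, cut at about 28% in these data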;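 note: 0% = plate median of test compound wells and 100% = 2 mM ZnCl2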
VIM-2 inhibitor: VIM-2 metallo-beta-lactamase inhibitors, primary screen, biochemical, epi-absorbance readout, Pseudomonas aeruginosa enzyme | purified VIM-2, nitrocefin hydrolysis, epi-absorbance fluorescence | inhibition, % at 5.6 µM | 0.89% of 290,000 active | AID 1527, 2009;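 active = inhibition above the mean of all tested compounds plus 3 SD, cutoff set per screening run, cut at about 7.5% in these data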;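 note: red hydrolysis product quenches plate fluorescence so inhibitors raise well fluorescence; 0% = enzyme with DMSO and 100% = DMSO without enzyme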
HCV NS3 hel inh: inhibitors of HCV NS3 helicase, primary screen, biochemical, Cy5 molecular beacon fluorescence; AID 1800, 2009; 0.56% of 290,000 active; NS3 helicase DNA unwinding; inhibition, % at 10.9 µM; Hepatitis C virus NS3 helicase;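 active = inhibition above the mean of all tested compounds plus 3 SD, set per campaign, cut at about 35% in these data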;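 note: 0% = DMSO wells and 100% = thioflavine S control wells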
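Control set: DMSO versus 110 µM thioflavine S; Material: NS3 helicase fragment of HCV; Measured by: Cy5 fluorescence at 0 and 60 min, beacon hairpin quenching; Read-out basis: percent inhibition from t60/t0 fluorescence ratio; Times: reaction time 60 min, 25 °C; Repeats: single replicate; Compound dosing: single dose, 10.9 µM nominal final, DMSO 0.8% final.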
IDE inh: human IDE inhibitors in live cells, primary screen, fluorescence polarization, HEK cells, FAbetaB substrate; AID 434962, 2010; inhibition, % at 5.59 µM; FAbetaB cleavage; 0.41% of 320,000 active;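 active = percent inhibition above the average of all tested compounds plus 3 SD, set per screening campaign, cut at about 16% in these data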;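 note: IDE supplied by intact live HEK cells; FP after avidin binding of uncleaved biotin substrate so inhibition keeps polarization high; 0% = DMSO wells and 100% = 60 µM reference IDE inhibitor Ii1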
IDE cell activ: human IDE activators in live cells, primary screen, fluorescence polarization, HEK cells, FAbeta-B substrate; Insulin-degrading enzyme (Homo sapiens), P14735; FAbeta-B cleavage; 0% vehicle, 100% cell-free pure enzyme wells; activation, % at 5.96 µM; 0.073% of 340,000 active; AID 493087, 2011;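 active = activation above the mean of all tested compounds plus 3 SD, set per screening campaign, cut at about 17% in these data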
Active calls of the source: *.

1	CCOc1ccc(C(=O)NCCN2CCCCC2)c(OCC)c1
2	CCOc1ccc(CC(=O)NCC(=O)NCc2cc(=O)n(C)c(=O)n2C)cc1
3	CCOC(=O)C1=C(O)C(=O)N(c2ccc(S(N)(=O)=O)cc2)C1c1ccc(OC)cc1 (stereo not given)
4	COc1ccc(NC(=O)CSc2nnc(Cn3cnc4ccccc43)n2C)cc1
5	COc1ccc(CNC(=O)c2ccc(C(C)C)cc2)cc1
6	CCOC(=O)c1cnc(SCCN2CCOCC2)nc1N
7	COC(=O)CSc1nnc(CNS(=O)(=O)c2ccc(Br)cc2)n1C
8	Cc1cccc(NC(=O)c2ccc(S(=O)(=O)N3CCOCC3)cc2)n1
9	CC1(C)Cc2c(sc3ncnc(NN)c23)CO1
10	CN(Cc1ccccc1)C(=O)c1[nH]cnc1C(=O)N[C@@H](Cc1ccccc1)C(=O)OCc1ccccc1
Compound,1,2,3,4,5,6,7,8,9,10
DNA FID counter,0,-11,-9,-8,-14,3,-5,0,-9,-33
p-CIP stab down,5,5,-11,-8,-9,4,-3,10,-10,-9
IMP-1 inhibitor,1.2,0.1,-0.7,-1.7,-3.4,1.3,-3.5,-0.8,-4.4,-2.9
UBC9 SUMO inh,6,4,15,2,-13,8,6,-7,5,-49
PfM18AAP inh,-9,-1,2,-3,2,3,-9,0,30*,-3
VIM-2 inhibitor,0.7,-0.3,-3.1,-3.8,-3.9,-3.5,-2.0,-0.1,0.2,-1.5
HCV NS3 hel inh,-8,3,11,0,9,-15,11,7,-1,-8
IDE inh,-5,-4,-2,4,4,5,4,0,-18,1
IDE cell activ,4,5,4,1,0,1,6,2,-7,0

Values by screen from above.
UBC9 SUMO inh, compounds 4 to 7 → 2, -13, 8, 6

Nos. 2 to 3, reprinted for reference:
2	CCOc1ccc(CC(=O)NCC(=O)NCc2cc(=O)n(C)c(=O)n2C)cc1
3	CCOC(=O)C1=C(O)C(=O)N(c2ccc(S(N)(=O)=O)cc2)C1c1ccc(OC)cc1 (stereo not given)
Compound,2,3
DNA FID counter,-11,-9
p-CIP stab down,5,-11
IMP-1 inhibitor,0.1,-0.7
UBC9 SUMO inh,4,15
PfM18AAP inh,-1,2
VIM-2 inhibitor,-0.3,-3.1
HCV NS3 hel inh,3,11
IDE inh,-4,-2
IDE cell activ,5,4

The list continues:
11	CC(C)c1ccc(OCC(=O)N(Cc2ccco2)C2CCS(=O)(=O)C2)cc1 (stereo not given)
12	COc1cccc(CNCc2ccc(SC)cc2)c1OC
13	NS(=O)(=O)c1ccc(NC(=S)NC(=O)c2ccc(-c3ccccc3)cc2)cc1
14	CCOc1cc(C(C(=O)NCC2CCCO2)N(C(=O)Cn2nnc3ccccc32)c2cccc(OC)c2)ccc1O (stereo not given)
15	COc1ccc(Nc2nc(C)nc3c2oc2ccccc23)cc1
16	Cc1nc(-c2cc(-c3nc(-c4ccc(C(F)(F)F)cc4)no3)no2)cs1
17	COC(=O)c1cc2c(ccn2-c2ccc(F)cc2)n1CC(=O)OC(C)C
18	COc1cccc(-c2cc(C(=O)N3CCCCC3C)no2)c1 (stereo not given)
19	Cc1[nH]c(=O)[nH]c(=O)c1S(=O)(=O)NCC12CC3CC(CC(C3)C1)C2
20	COc1ccc(-c2cc(C)no2)cc1S(=O)(=O)NCc1cccc(C)c1
Compound,11,12,13,14,15,16,17,18,19,20
DNA FID counter,-41,-1,-5,-44,-21,-3,-14,-23,-5,-23
p-CIP stab down,-1,0,-9,-9,0,-24,1,-15,-2,3
IMP-1 inhibitor,0.3,-2.4,5.5*,-5.5,-1.6,0.4,-2.2,0.1,-4.6,-0.5
UBC9 SUMO inh,-3,-10,4,-5,21,-10,-4,15,5,3
PfM18AAP inh,6,-2,-10,1,-7,3,-5,6,6,-2
VIM-2 inhibitor,1.5,-4.6,0.3,-2.7,7.0,-1.6,-2.8,-0.1,-0.6,0.4
HCV NS3 hel inh,48*,-5,-8,4,5,8,-4,-9,3,-9
IDE inh,-2,5,16,7,4,4,3,-2,4,4
IDE cell activ,0,5,1,-6,2,3,-1,7,2,3

Part of the list above, reduced to IDE inh.
No. | structure | IDE inh
13 | NS(=O)(=O)c1ccc(NC(=S)NC(=O)c2ccc(-c3ccccc3)cc2)cc1 | 16
14 | CCOc1cc(C(C(=O)NCC2CCCO2)N(C(=O)Cn2nnc3ccccc32)c2cccc(OC)c2)ccc1O (stereo not given) | 7
15 | COc1ccc(Nc2nc(C)nc3c2oc2ccccc23)cc1 | 4

Following part:
21	CCc1ccc(-c2cc(C(=O)Nn3cnnc3)c3ccccc3n2)cc1
22	COc1ccc(N(CC(=O)N2CCc3ccccc32)S(=O)(=O)c2c(C)n[nH]c2C)cc1
23	Fc1ccccc1C(c1nnnn1Cc1ccc2c(c1)OCO2)N1CCN(Cc2ccco2)CC1 (stereo not given)
24	Cc1c(Nc2nc(-c3cccc([N+](=O)[O-])c3)cs2)c(=O)n(-c2ccccc2)n1C
25	CC1CN=C2C(C(=O)Nc3ccccc3)=C(O)CC(c3ccccc3)N21 (stereo not given)
26	C=CCn1c(CNC(=O)c2ccccc2F)nnc1SCc1nc2ccccc2c(=O)[nH]1
27	O=C(Nc1ccc2c(c1)CCC2)c1ccccc1F
28	COc1ccc(-c2cc(C)no2)cc1S(=O)(=O)N1CCN(c2ccccn2)CC1
29	O=C(c1cnsn1)N1CCC(CO)(Cc2cccc(F)c2)CC1
30	Cc1sc2c(c1C)c(=O)n(-c1ccc(Cl)cc1)c(=O)n2Cc1cc(=O)n2ccccc2n1
Compound,21,22,23,24,25,26,27,28,29,30
DNA FID counter,-19,-22,-3,0,-10,2,-10,-41,-6,0
p-CIP stab down,3,10,0,6,9,1,5,-6,-16,-6
IMP-1 inhibitor,-3.0,-2.3,-0.8,-1.4,-5.2,-1.4,-1.9,0.8,-2.6,-2.2
UBC9 SUMO inh,11,-1,6,14,-8,4,-4,2,-1,14
PfM18AAP inh,43*,-9,15,0,-7,2,7,-1,6,2
VIM-2 inhibitor,-0.9,-1.9,0.0,-2.7,-4.0,-2.9,-1.7,-0.6,-2.1,-1.3
HCV NS3 hel inh,-1,-5,-12,5,4,2,2,-8,-13,6
IDE inh,1,3,3,4,0,-4,3,-4,4,4
IDE cell activ,0,-1,-2,3,-6,1,4,1,5,1

31	COc1ccc(OCC(=O)Nc2c(C(=O)N3CCC(N4CCCCC4)CC3)oc3ccccc23)cc1
32	COc1cccc(CN(CC(=O)NCc2ccco2)C(=O)CNS(=O)(=O)c2ccccc2)c1
33	O=C(/C=C/c1ccccc1)NC(=S)Nc1ccccc1O
34	Nc1ccccc1NC(=O)c1ccccc1N
35	O=C(O)CSc1nnc(CNc2cccc(C(F)(F)F)c2)n1Cc1ccco1
36	C=CCNCCOc1ccccc1-c1ccccc1
37	O=C(Nc1nccs1)c1ccc(COc2c(F)c(F)cc(F)c2F)cc1
38	COc1ccccc1/C=N/NC(=O)c1ccccc1Cl
39	Cc1ccc2nc(Nc3ccccc3O)nc(-c3ccccc3)c2c1
40	CCOc1cc(CNc2ccc(OC)cc2)cc(Br)c1OCC(=O)NC(C)(C)C
Compound,31,32,33,34,35,36,37,38,39,40
DNA FID counter,12,-22,-10,1,-38,11,-9,0,2,-4
p-CIP stab down,3,-3,-10,2,-3,1,-15,-5,-10,-8
IMP-1 inhibitor,-1.4,-3.1,0.0,-0.6,-3.1,-1.2,-1.1,-1.3,-0.2,-1.0
UBC9 SUMO inh,8,10,9,-6,4,-13,14,2,-8,-22
PfM18AAP inh,1,6,8,7,8,3,-10,-8,-1,0
VIM-2 inhibitor,3.9,-4.0,-3.9,1.4,-3.5,-1.0,-0.8,-0.3,1.8,-1.6
HCV NS3 hel inh,-49,1,18,3,18,-8,-11,-5,2,-1
IDE inh,2,3,10,2,8,4,-1,9,-2,0
IDE cell activ,7,3,4,3,1,1,-5,-1,2,7

41	O=C(CSc1nnc(-c2cccc(S(=O)(=O)N3CCCCC3)c2)o1)c1ccc[nH]1
42	Cc1c(NC(=O)C2(c3ccccc3)CCOCC2)c(=O)n(-c2ccccc2)n1C
43	CCOc1ccccc1Nc1ncccc1C(=O)N1CCCC1
44	COc1ccc(/C=C2\SC(=O)N(CC(=O)NCCC(C)C)C2=O)cc1OC
45	COc1ccc(/C(C)=N\NC(=O)C(c2ccncc2)N2CCOCC2)cc1 (stereo not given)
46	Cc1ccc(NC2CCCN(C(=O)CCN3CCCCO3)C2)cc1C (stereo not given)
47	c1ccc(-c2noc(-c3cccc4ccccc34)n2)nc1
48	Cc1ccc(C)c(OCC(=O)Nc2cc(C(=O)O)cc(C(=O)O)c2)c1
49	CCOc1ccc(N=C2NC(=O)S/C2=C\c2ccc(N(C)C)cc2)cc1
Compound,41,42,43,44,45,46,47,48,49
DNA FID counter,-5,-2,-24,-1,-6,-16,-13,2,3
p-CIP stab down,-2,-10,-7,-17,-1,-3,-3,-2,-105
IMP-1 inhibitor,0.8,-3.6,-3.3,-1.5,-1.8,-2.5,-3.9,-0.1,1.4
UBC9 SUMO inh,21,5,-1,26,20,-6,8,10,13
PfM18AAP inh,-1,-1,2,11,-2,8,-2,0,-3
VIM-2 inhibitor,-0.6,-2.2,-0.2,-4.2,-2.1,-4.6,-1.7,1.9,-2.4
HCV NS3 hel inh,4,4,5,1,3,-12,-10,18,10
IDE inh,5,2,-6,-7,-6,6,-4,-1,13
IDE cell activ,2,0,2,1,2,3,2,3,-13
